SUMO1-SIM PPI – modulators of SUMO1 protein-protein interactions, primary screen, biochemical, uHTS. Small ubiquitin-related modifier 1 (Homo sapiens), P63165. SUMO1 binding to a labelled peptide, TR-FRET, 1 h. inhibition, % at 20 µM. 360,000 tested, 0.33% active; in the data active = inhibition above about 37%
Target sequence (P63165 whole entry, looked up): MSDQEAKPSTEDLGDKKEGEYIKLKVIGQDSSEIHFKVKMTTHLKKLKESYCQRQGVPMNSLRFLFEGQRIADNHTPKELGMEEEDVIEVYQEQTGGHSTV
Tb MetRS inh – T. brucei MetRS inhibitors, primary screen, biochemical, luminescence; methionyl-tRNA synthetase (Trypanosoma brucei brucei); purified T. brucei MetRS, ATP depletion, Kinase-Glo luminescence; inhibition, % at 11.9 µM; 360,000 tested, 0.4% active; AID 624268, 2012;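 active = inhibition above a per-plate cutoff of the control wells' mean inhibition plus 3 SD, cut at about 5.5% in these data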;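 note: 0% = DMSO wells median and 100% = median of wells with control inhibitor compound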
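System: purified T. brucei MetRS enzyme / Detection: Kinase-Glo luciferase luminescence reporting remaining unconsumed ATP / Medium: HEPES buffer with MgCl2, KCl, DTT, spermine, BSA, pyrophosphatase / Replication: singlicate, one well per compound / Evaluation: percent inhibition relative to median high and low control wells / Schedule: 2 h aminoacylation at 25 °C after 15 min preincubation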
Scp-1 inhibitor – Scp-1 phosphatase inhibitors, primary screen, biochemical, colorimetric, uHTS. Recombinant Scp1, phosphopeptide, malachite green phosphate absorbance. inhibition, % at 20 µM. 340,000 tested, 0.88% active. Carboxy-terminal domain RNA polymerase II polypeptide A small phosphatase 1 (Homo …;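 active = inhibition above about 50% at 20 µM, limit read from the data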;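 note: plate controls were DMSO wells with enzyme for no effect and wells lacking enzyme for full effect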
Target sequence (Q9GZU7 76-261 limits assumed): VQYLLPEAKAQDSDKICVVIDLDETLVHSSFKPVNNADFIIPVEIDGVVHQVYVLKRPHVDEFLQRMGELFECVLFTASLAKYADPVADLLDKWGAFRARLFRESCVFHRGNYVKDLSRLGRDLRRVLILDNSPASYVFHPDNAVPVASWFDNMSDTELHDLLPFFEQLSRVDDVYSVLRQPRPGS
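Assay system: SCP-1 catalytic fragment, aa 76-261 | Buffer or medium: Tris acetate buffer pH 5.5 with MgCl2 and Tween-20 | Compound: One concentration, 20 µM, with 1.0% DMSO | Also added: Phospho 17-mer peptide substrate | Signal: Absorbance at 630 nm | Incubation: 45 min enzyme reaction at room temperature | Measure: % inhibition of SCP-1 phosphate liberation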
STEP block – STEP phosphatase inhibitors, primary screen, biochemical, fluorescence intensity, uHTS | Tyrosine-protein phosphatase non-receptor type 5 (Homo sapiens), P54829 | recombinant STEP, OMFP fluorogenic substrate | inhibition, % at 20 µM | 360,000 tested, 0.25% active;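 active = inhibition at 20 µM, scaled per plate between control wells, above about 37%, limit read from the data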;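 note: 0% = DMSO with enzyme and substrate and 100% = substrate only without enzyme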
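Measure: Control-normalized % inhibition with plate pattern correction | Test system: STEP phosphatase, cell-free reaction | Medium: pH 6.0 Bis-Tris with DTT and Tween 20 | Technique: Fluorescence, 480/540 nm | Times: Reaction 20 min, ambient temperature | Doses: Single compound dose of 20 µM, 1% DMSO final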
CSN inh – inhibitors of CSN-mediated cullin deneddylation, primary screen, biochemical, fluorescence polarization, uHTS; Purified CSN, SCF-Nedd8-OG deneddylation; COP9 signalosome complex subunit 5 (Homo sapiens), Q92905; inhibition, % at 12.5 µM; 360,000 tested, 0.38% active;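 active = pattern-corrected inhibition above about 35%, with an unprinted fluorescence ratio check between 0.5 and 1.5, limit read from the data, passing the limit was not always enough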;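 note: 0% = enzyme with substrate and 100% = substrate without enzyme; some results filed as inactive read as strong as hits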
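assay system = purified human Csn5 enzyme expressed in HEK293T cells | amount = 0.24 nM enzyme | buffer or medium = Tris/NaCl/DTT buffer, pH 7.5 | reagent = 10 nM SCFSkp2-Nedd8OG | compound = one concentration, 12.5 µM, 0.25% DMSO | times = 90 min reaction at room temperature | signal = FP | read-out basis = % inhibition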
MsrA inhibitor – bovine MsrA enzyme inhibitors, primary screen, biochemical, absorbance, HTS; Methionine sulfoxide reductase A (Bos taurus); purified bovine MsrA, absorbance read-out; inhibition, % at 15.5 µM; 360,000 tested, 0.75% active; AID 651718, 2012; in the data active = inhibition above about 4.5%;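 note: 0% = vehicle wells with enzyme and 100% = reference inhibitor wells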
DNMT1 block – human DNMT1 methyltransferase inhibitors, primary screen, biochemical, molecular beacon, fluorescence, HinP1I cleavage, uHTS. DNA (cytosine-5)-methyltransferase 1 (Homo sapiens), P26358. inhibition (reported as % activation of signal), % at 10 µM. 360,000 tested, 0.83% active. AID 588458, 2011; in the data active = inhibition above about 50%
NadD block – inhibitors of S. aureus NadD, primary screen, biochemical, colorimetric, uHTS; Nicotinate-nucleotide adenylyltransferase NadD (Staphylococcus aureus N315); purified NadD enzyme, colorimetric absorbance read-out; AID 602399, 2012; inhibition, % at 20 µM; 360,000 tested, 0.78% active; in the data active = inhibition above about 26%; note: some compounds past the cut are filed as inactive
LMPTP inh – LMPTP phosphatase inhibitors, primary screen, biochemical, fluorescence intensity, uHTS | Low molecular weight phosphotyrosine protein phosphatase (Homo sapiens), P24666 | recombinant LMPTP-A, OMFP fluorogenic substrate | inhibition, % at 20 µM | 360,000 tested, 0.22% active;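 active = compounds that cut the enzyme signal by at least half of the control window in the single-dose screen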;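 note: plate controls were DMSO wells with enzyme plus substrate for no effect and substrate without enzyme for full effect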
Target sequence (P24666 whole entry, looked up): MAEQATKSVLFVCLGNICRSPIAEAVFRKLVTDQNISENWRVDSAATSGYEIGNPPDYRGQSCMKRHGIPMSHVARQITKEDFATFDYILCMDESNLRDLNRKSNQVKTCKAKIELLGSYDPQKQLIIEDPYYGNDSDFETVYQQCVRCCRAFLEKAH
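Assay system: LMPTP-A phosphatase enzyme | Input: 0.625 nM enzyme | Also added: Fluorogenic phosphatase substrate OMFP at 400 µM final | Compound dosing: One test concentration per compound, 20 µM, with 3% DMSO overall | Schedule: 50 min enzyme reaction at room temperature, protected from light | Signal: Fluorescence intensity | Benchmarks: no-enzyme and uninhibited controls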
Rpn11 block – Rpn11 (PSMD14) deubiquitinase inhibitors, primary screen, biochemical, fluorescence polarization, uHTS; 360,000 tested, 0.59% active; calls only at 20 µM; human 26S proteasome, Ub4-pepOG fluorescence polarization; 20S core pre-blocked with epoxomicin;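 active = inhibition at 20 µM, scaled to each plate's controls, above about 33%, limit read from the data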
Target sequence (O00487 whole entry, looked up): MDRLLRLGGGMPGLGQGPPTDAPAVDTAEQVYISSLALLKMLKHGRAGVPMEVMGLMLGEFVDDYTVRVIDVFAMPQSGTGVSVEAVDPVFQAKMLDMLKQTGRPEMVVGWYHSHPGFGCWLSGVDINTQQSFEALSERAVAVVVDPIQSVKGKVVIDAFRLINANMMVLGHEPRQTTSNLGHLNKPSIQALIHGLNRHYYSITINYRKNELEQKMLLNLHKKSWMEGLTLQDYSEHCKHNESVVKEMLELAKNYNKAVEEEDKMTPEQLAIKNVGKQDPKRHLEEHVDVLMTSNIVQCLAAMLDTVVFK
* hit, by the source's call; i = inactive; x = no result given.

SMILES	SUMO1-SIM PPI	Tb MetRS inh	Scp-1 inhibitor	STEP block	CSN inh	MsrA inhibitor	DNMT1 block	NadD block	LMPTP inh	Rpn11 block
c1ccc(-c2csc3ncnc(NCCCN4CCOCC4)c23)cc1	2.7	0.1	-0.4	-0.6	0.5	-0.3	-2.7	-7.4	-0.4	i
CCC(C)C1=CC(=Nc2c(C)n(C)n(-c3ccccc3)c2=O)C=C(C(C)CC)C1=O (configuration not stated)	21.1	0.0	-4.5	4.7	-14.2	-1.3	-1.7	-1.2	5.9	i
Cc1ccccc1S(=O)(=O)NC(=O)C1(C)CCN1C(=O)Cc1cccs1 (configuration not stated)	-0.5	-0.2	x	-0.4	-4.5	-0.2	4.2	2.6	-2.8	i
COc1ccc(C(C(=O)NCC2CCCO2)N(C(=O)CNC(=O)c2cccs2)c2ccc(C(C)=O)cc2)cc1OC (configuration not stated)	0.0	0.3	-6.4	2.4	0.9	-1.2	2.7	-2.7	-0.4	i
CN(C)CCSc1nc(-c2ccccc2)nc2c1COC(C)(C)C2	2.9	-0.1	-4.1	-0.8	0.0	-0.8	-0.1	2.5	-1.5	i
O=c1c(OCc2ccccc2)cccn1Cc1ccccc1	2.9	-0.1	x	-2.5	4.6	1.6	2.5	-3.5	-1.2	i
CC(=O)c1cccc(CN2CCN(CCc3ccccc3)C(CCO)C2)c1 (configuration not stated)	-3.7	-0.5	-5.2	-3.7	-1.3	0.7	1.5	-11.2	-1.1	i
O=C1CNC(=O)N1CC(=O)N1CCCc2ccccc21	-0.5	-0.3	-2.2	-2.5	4.7	-0.6	1.1	1.5	-0.5	i
COCCCNC(=S)NC1CCCCC1	2.0	-1.1	-1.4	-0.4	-12.9	-1.4	10.5	2.7	-1.6	i
O=C(CNC(=O)c1ccc(S(=O)(=O)N2CCCC2)cc1)N/N=C/c1ccc(Cl)cc1Cl	-0.9	-0.1	-4.4	2.8	-3.3	0.6	10.5	5.9	0.7	i
O=C(CN1CCN(S(=O)(=O)N2CCOCC2)CC1)Nc1cc(Cl)ccc1Cl	-1.3	-0.5	-5.5	0.5	4.0	1.1	1.1	-6.6	0.1	i
Cc1cc(N2CCN(C)CC2)ccc1NC(=O)c1ccc(-c2ccc(Cl)cc2)o1	-55.0	-0.7	1.2	5.9	7.8	1.1	-11.0	-5.8	-0.8	i
COc1cccc(C(=O)Nc2ccc3[nH]ncc3c2)c1	3.9	-1.8	0.3	-2.3	2.3	0.2	-0.7	-3.2	-3.0	i
NC(=S)Nc1cccc2cn[nH]c12	-0.8	1.5	-0.4	0.6	-1.3	0.2	-0.9	-0.1	-1.2	i
COCCCN1CN(S(=O)(=O)c2ccc(C)cc2C)c2nc3ccccc3nc21	-11.3	-0.7	-2.0	-3.7	-1.3	1.7	-1.1	-0.6	-0.4	i
CCOC(=O)/C(C#N)=C(\O)c1ccc(NC(=O)c2ccc([N+](=O)[O-])cc2)cc1	-24.7	2.6	-30.5	0.9	-1.9	2.3	6.0	-3.6	0.1	i
Cc1cccc(NS(=O)(=O)c2cccc(C(=O)NCCCN3CCCC3=O)c2)c1	5.3	-0.2	-6.8	1.6	-0.7	-1.1	0.3	0.8	-0.3	i
CCOC(=O)c1c(C)[nH]c(C)c1C(=O)COC(=O)Cc1ccc(OC)c(OC)c1	0.1	-0.4	-1.0	-0.7	3.6	0.3	5.8	0.1	2.8	i
CC(C)C(=O)Nc1nnc(SCC(=O)NC2CC2)s1	-0.2	-0.8	-4.8	-4.1	4.4	-0.9	3.0	-6.0	-1.3	i
O=C(C[C@@H]1C[C@@H]2c3cc(NC(=O)C4CCC4)ccc3O[C@@H]2[C@@H](CO)O1)NCc1ccc(Cl)cc1	0.2	-0.2	x	2.4	-1.2	1.3	3.4	-3.6	0.0	i

Limited to MsrA inhibitor, CSN inh and Tb MetRS inh, for some of the entries so far:
SMILES	MsrA inhibitor	CSN inh	Tb MetRS inh
CCOC(=O)c1c(C)[nH]c(C)c1C(=O)COC(=O)Cc1ccc(OC)c(OC)c1	0.3	3.6	-0.4
CC(C)C(=O)Nc1nnc(SCC(=O)NC2CC2)s1	-0.9	4.4	-0.8

Further compounds follow.
SMILES	SUMO1-SIM PPI	Tb MetRS inh	Scp-1 inhibitor	STEP block	CSN inh	MsrA inhibitor	DNMT1 block	NadD block	LMPTP inh	Rpn11 block
O=C(CCc1ccccc1)Nc1cccnc1	5.3	-1.3	-10.1	-2.0	-2.7	-0.1	0.2	-0.8	-2.0	i
COc1ccc(-c2cc(C(=O)N(C)Cc3ccccc3)c3ccccc3n2)cc1	15.8	-0.3	-1.8	0.5	-0.7	0.6	-4.0	8.5	4.6	i
CCc1noc(C)c1C(=O)NNC(=O)COc1cc(C)ccc1C	1.3	-0.2	12.3	2.0	-0.6	-0.6	1.9	-2.2	0.2	i
Cc1ccc(C(=O)c2c(NC(=O)c3ccccc3C)sc(C)c2C)cc1	-1.1	0.4	-1.8	5.7	1.9	1.1	8.6	0.5	4.0	i
CC1=C(C(=O)Nc2ccccn2)C(c2ccc(N(C)C)cc2)n2ncnc2N1 (configuration not stated)	-3.1	-0.3	-8.0	0.7	5.8	1.0	3.1	0.3	-2.4	i
CC(=O)N1CCC(N(CCN2CCOCC2)C(=S)Nc2ccc(C)c(C)c2)CC1	1.5	-0.9	-1.8	3.5	-6.3	1.1	2.5	3.5	-1.6	i
CC1=C(C)CC(C(=O)c2ccc(C)cc2)C(C(=O)O)C1 (configuration not stated)	3.1	-0.7	-0.3	2.5	-2.7	-0.6	3.2	-6.9	-1.8	i
CN(C)CCNC(=O)CNC(=S)N(CCCN1CCOCC1)Cc1cccs1	-1.7	-0.3	-5.2	1.9	-1.5	-0.6	2.5	0.5	-1.1	i
CC(C)c1ccc(C(C(=O)NC2CCCC2)N(C(=O)CNC(=O)c2ccco2)c2cccnc2)cc1 (configuration not stated)	1.3	-0.7	0.3	-0.6	-3.8	-0.6	1.7	4.9	-1.5	i
COC(=O)c1ccc(-c2nc3cc(N)ccc3o2)cc1	-21.3	-1.0	-1.9	2.5	0.6	1.6	-7.1	3.8	-0.2	i
COc1ccc(NC(=O)CN(C)CC(=O)N2CCCCCC2)cc1	1.5	-0.5	3.4	-0.9	-1.0	-0.7	0.6	0.3	-0.2	i
COc1cccc(-c2cnc(C(O)c3ccc(F)c(F)c3)[nH]2)c1 (configuration not stated)	3.6	0.1	x	-1.3	0.1	1.5	-1.0	-1.6	1.0	i
CCn1cc[n+](C)c1P(c1ccccc1)c1ccccc1	0.4	0.4	1.2	-2.7	-1.2	1.6	-1.5	6.1	-1.6	i
Nc1c(C(=O)CSc2nnc(Cc3ccccc3)o2)c(=O)[nH]c(=O)n1C1CC1	-2.5	-0.5	-7.6	0.0	-4.5	0.4	0.8	0.8	-0.7	i
CN(CC(=O)Nc1cccc(F)c1)C(=O)c1ccc(OCc2cn3ccccc3n2)cc1	2.4	-0.3	2.0	-0.4	-3.2	-0.2	11.8	-0.2	3.9	i
Cc1ccc(Nc2nnc(SCc3cc(=O)n4cc(C)ccc4n3)s2)cc1	-10.3	-0.1	-7.8	2.6	-2.0	-0.4	0.5	4.5	-0.1	i
Cc1ccc(S(C)(=O)=O)cc1C(=O)Nc1ccc(S(=O)(=O)Nc2nccs2)cc1	3.1	-0.3	-7.7	-2.6	1.0	-0.4	3.7	-1.5	0.1	i
CCOc1ccc(-n2c(N)c(-c3nc4ccccc4n3C)c3nc4ccccc4nc32)cc1	-9.6	1.0	-2.7	-0.7	-0.7	-0.4	10.6	7.1	3.1	i
COc1ccccc1C(=O)NCCCCNC(=O)c1ccccc1OC	1.3	0.2	-14.2	-2.7	3.7	1.9	7.0	-1.6	-1.4	i
Cc1ccc(CN2C(=O)CCC2(C)c2nnnn2-c2c(C)cccc2C)cc1 (configuration not stated)	3.0	-0.5	x	x	-3.0	-1.0	x	3.1	-1.3	x
CCC(=O)c1ccc(OCCN2CCOCC2)cc1	-1.2	-1.0	5.0	1.4	-1.0	-0.6	-0.6	-2.5	-1.2	i
CC1CN(c2nc(N(C)c3ccccc3)nc(N)c2[N+](=O)[O-])CC(C)O1 (configuration not stated)	-12.4	-1.5	-1.8	1.9	4.5	2.1	-1.4	-10.6	-0.9	i
Cc1cccc(CNC(=O)c2ccc(NC(=O)C3=CSCCO3)cc2)c1	-1.5	-0.2	-6.2	2.5	-0.4	x	-3.9	-9.5	1.2	i
Cc1cccc(N2CCCn3c2nc2c3c(=O)n(CCN3CCOCC3)c(=O)n2C)c1	1.0	0.4	-1.3	4.9	0.1	-0.2	-2.9	-1.8	1.5	i
CCn1c(N)c(C(=O)NCc2ccco2)sc1=S	-17.7	-0.7	-3.4	7.5	-4.9	2.3	-2.6	-4.3	0.0	i
Cc1ccccc1NC(=O)Cc1nc(COC(=O)c2ccc(Cl)c(S(N)(=O)=O)c2)cs1	8.0	0.5	-3.4	-2.1	1.4	-0.4	4.4	5.6	1.0	i
CCC(C)N1CC(O)=C(c2nc3ccccc3[nH]2)C1=N (configuration not stated)	-2.8	-0.5	-6.8	-1.1	0.6	0.3	1.4	3.5	-0.2	i
O=C(COC(=O)CCC1CCCC1)Nc1ccc(Cl)cc1F	-1.0	1.0	-11.2	-0.8	-6.9	-0.1	12.3	-5.9	2.0	i

Assay outcomes (PubChem BioAssay)
